PPC-1+TRAIL kill – PPC-1 cancer cell killing with TRAIL present; 220,000 compounds, 0.41% hits; cell killing (% activity), % at 4 µM; PPC-1 cells + TRAIL, ATPLite viability luminescence;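 active = cell killing above 50% in the first pass at 4 µM, then a duplicate retest at 5 µM averaging 50% or more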;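 also: plate controls were cells with TRAIL plus DMSO for no effect and medium-only wells lacking cells for full effect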
p47phox inh – blocks human p47phox regulatory protein of NADPH oxidases. P14598. p47phox/p22phox peptide binding, fluorescence polarization, 2 h. inhibition, % at 24.7 µM. 220,000 compounds, 0.53% hits. AID 1274;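 active = inhibition above about 30%, limit read from the data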;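 also: 0% = p47phox with labelled peptide and 100% = labelled peptide alone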
Target sequence (P14598 whole entry, looked up): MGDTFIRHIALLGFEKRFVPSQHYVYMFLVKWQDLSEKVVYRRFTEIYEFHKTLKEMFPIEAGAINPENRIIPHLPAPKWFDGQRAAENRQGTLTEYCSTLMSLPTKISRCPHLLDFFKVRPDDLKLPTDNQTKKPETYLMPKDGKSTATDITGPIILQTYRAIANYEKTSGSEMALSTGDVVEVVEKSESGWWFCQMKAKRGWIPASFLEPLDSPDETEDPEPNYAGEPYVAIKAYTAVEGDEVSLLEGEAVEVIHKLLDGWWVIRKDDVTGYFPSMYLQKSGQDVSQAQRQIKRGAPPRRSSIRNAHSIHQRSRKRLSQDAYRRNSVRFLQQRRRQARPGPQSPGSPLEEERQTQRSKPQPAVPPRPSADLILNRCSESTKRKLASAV
p97 inhibitor – inhibitors of human p97 ATPase; P55072; recombinant p97 ATPase, Kinase-Glo ATP luminescence, 3 h; inhibition, % at 8 µM; 220,000 compounds, 0.42% hits; AID 1481; in the data active = inhibition above about 15%;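 also: 0% = DMSO vehicle and 100% = wells lacking enzyme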
RBBP9 inhibitor – blocks human serine hydrolase RBBP9. recombinant RBBP9, FP-Rh probe fluorescence polarization. inhibition, % at 7.94 µM. 220,000 compounds, 0.2% hits;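 active = inhibition above the campaign mean of all tested compounds plus 3 SD, cut at about 14% in these data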;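 also: plate controls were DMSO wells with RBBP9 for no effect and wells lacking RBBP9 protein for full effect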
Target sequence (O75884 whole entry, looked up): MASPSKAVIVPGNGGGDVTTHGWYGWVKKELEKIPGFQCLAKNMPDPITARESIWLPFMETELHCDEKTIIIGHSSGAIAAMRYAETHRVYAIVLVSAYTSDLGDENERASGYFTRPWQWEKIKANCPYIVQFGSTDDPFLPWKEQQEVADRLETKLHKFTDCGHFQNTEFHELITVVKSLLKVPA
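Test system: recombinant human RBBP9; Timing: 30 min then 45 min, 25 °C; Detection: fluorescence polarization; Control set: RBBP9 with DMSO as uninhibited control, no-protein wells as full inhibition; Compound dosing: one concentration, 7.94 µM nominal, 0.794% DMSO; Probe or stimulus: FP-Rh activity-based probe, 375 nM before mixing.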
Furin inhibitor – inhibitors of human furin. purified furin, fluorogenic substrate cleavage. P09958. AID 463115. 220,000 compounds, 0.061% hits. inhibition, % at 30 µM; in the data active = inhibition above about 25%; also: inactives centre near -15
PGE2 EP2 inh – EP2 receptor (human) inhibition; P43116; C6 glioma cells expressing human EP2, cAMP TR-FRET; cells stimulated with saturating PGE2; inhibition, % at 25 µM; 260,000 compounds, 0.52% hits; AID 1422;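 active = percent inhibition above 40 after rounding to a whole number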;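 also: rat C6 glioma host cells with rolipram phosphodiesterase inhibitor present; the protocol text gives 20 µM as final concentration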
Target sequence (P43116 whole entry, looked up): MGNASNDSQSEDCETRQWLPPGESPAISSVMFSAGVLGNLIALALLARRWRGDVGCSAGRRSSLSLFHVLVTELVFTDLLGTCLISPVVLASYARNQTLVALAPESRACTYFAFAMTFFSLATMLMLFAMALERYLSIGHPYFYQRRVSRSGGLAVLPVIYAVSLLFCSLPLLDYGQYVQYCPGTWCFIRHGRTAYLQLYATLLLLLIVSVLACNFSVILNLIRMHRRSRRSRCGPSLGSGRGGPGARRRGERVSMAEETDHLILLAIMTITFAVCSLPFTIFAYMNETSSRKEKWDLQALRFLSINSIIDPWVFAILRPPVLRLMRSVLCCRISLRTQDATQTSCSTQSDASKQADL
Ba/F3 V617F tox – reduce viability of Ba/F3 cells dependent on JAK2V617F | Ba/F3 EpoR-JAK2V617F viability, ATP luminescence | 220,000 compounds, 1.1% hits | inhibition, % at 5.6 µM;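 active = inhibition above the campaign mean plus 3 SD over all tested compounds, cut at about 24% in these data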;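 also: cytokine-independent growth of Ba/F3 cells driven by EpoR plus mutant JAK2; 0% = DMSO-treated cells and 100% = JAK inhibitor I control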
TbHK1 inh – T. brucei hexokinase 1 inhibition. recombinant TbHK1, G6PDH-coupled NADH A340. inhibition, % at 10 µM. 220,000 compounds, 0.11% hits. AID 1430;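 active = inhibition of 50% or more in the single-dose primary screen; inactive = inhibition below 50%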
BaF3 tox – reduces parental Ba/F3 cell viability, JAK2V617F counter-screen. CellTiter-Glo ATP luminescence. inhibition, % at 5.6 µM. 220,000 compounds, 1.1% hits. AID 1486;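 active = inhibition above a per-campaign cutoff, the mean inhibition of all tested compounds plus 3 SD, cut at about 27% in these data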;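 also: 0% = DMSO wells and 100% = JAK Inhibitor I control wells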
* hit, by the source's call; [ ] = remark or other dose. A portion of the library, so the mix of outcomes need not match the whole.

What do the screens show for `CCSc1nnc(NC(=O)c2ccc(S(=O)(=O)N(C)C)cc2)s1`?
PPC-1+TRAIL kill: 6; p47phox inh: -19; p97 inhibitor: 3; RBBP9 inhibitor: -3; Furin inhibitor: 11; PGE2 EP2 inh: 5; Ba/F3 V617F tox: -3; TbHK1 inh: -18; BaF3 tox: -1

Results for O=C(Nc1ccc(Br)cc1)c1cccc(NC(=O)C2C3CC4OC(=O)C2C4C3)c1 (stereo unspecified) ?
PPC-1+TRAIL kill: 10; p47phox inh: -4; p97 inhibitor: 1; RBBP9 inhibitor: -8; Furin inhibitor: -11[20 µM]; PGE2 EP2 inh: 4; Ba/F3 V617F tox: -3; TbHK1 inh: 1; BaF3 tox: 3

How did Cc1onc(-c2ccccc2Cl)c1C(=O)Nc1ccc(S(=O)(=O)NCC2CCCO2)cc1 (stereo unspecified) do in these assays?
PPC-1+TRAIL kill: 0; p47phox inh: -18; p97 inhibitor: 0; RBBP9 inhibitor: -1; Furin inhibitor: -18[20 µM]; PGE2 EP2 inh: 13; Ba/F3 V617F tox: 2; TbHK1 inh: 3; BaF3 tox: 8

How did CCOCCOC(=O)c1ccc(-n2cncn2)nc1 do in these assays?
PPC-1+TRAIL kill: -5; p47phox inh: -5; p97 inhibitor: 4; RBBP9 inhibitor: -5; Furin inhibitor: -17[20 µM]; PGE2 EP2 inh: 16; Ba/F3 V617F tox: 0; TbHK1 inh: -6; BaF3 tox: 5

How did CCN(CC)C(=O)N1CCN(S(=O)(=O)c2ccc(C)cc2)CC1 do in these assays?
PPC-1+TRAIL kill: -3; p47phox inh: -12; p97 inhibitor: -2; RBBP9 inhibitor: -9; Furin inhibitor: -4[20 µM]; PGE2 EP2 inh: 9; Ba/F3 V617F tox: -1; TbHK1 inh: -7; BaF3 tox: 4

What do the screens show for `Cc1nn(-c2ccccc2)c(=S)c2ccccc12`?
PPC-1+TRAIL kill: 23; p47phox inh: -1; p97 inhibitor: 6; RBBP9 inhibitor: 6; Furin inhibitor: 2; PGE2 EP2 inh: 8; Ba/F3 V617F tox: 1; TbHK1 inh: -5; BaF3 tox: 10

Results for CC(NC(=O)C1C2C=CC(C2)C1C(=O)O)c1ccccc1 (stereo unspecified) ?
PPC-1+TRAIL kill: 18; p47phox inh: -13; p97 inhibitor: 4; RBBP9 inhibitor: -4; Furin inhibitor: -10[20 µM]; PGE2 EP2 inh: 11; Ba/F3 V617F tox: -4; TbHK1 inh: -2; BaF3 tox: -1

How did N#Cc1c(C(F)(F)F)cc(-c2ccccc2)nc1SCC(=O)N1CCOCC1 do in these assays?
PPC-1+TRAIL kill: 7; p47phox inh: -9; p97 inhibitor: 4; RBBP9 inhibitor: 1; Furin inhibitor: -13[20 µM]; PGE2 EP2 inh: 9; Ba/F3 V617F tox: -1; TbHK1 inh: -3; BaF3 tox: 5

Results for Cc1cc(C)c2c(N)c(C(=O)NN3CC(=O)N(c4ccccc4)CC3=O)sc2n1 ?
PPC-1+TRAIL kill: 22; p47phox inh: -9; p97 inhibitor: 10; RBBP9 inhibitor: 2; Furin inhibitor: -26; PGE2 EP2 inh: 16; Ba/F3 V617F tox: -4; TbHK1 inh: -25; BaF3 tox: 2

What do the screens show for `CC(=O)Nc1ccc(S(=O)(=O)NC2=C(N3CCN(c4ccc(F)cc4)CC3)C(=O)c3ccccc3C2=O)cc1`?
PPC-1+TRAIL kill: 24; p47phox inh: -3; p97 inhibitor: 2; RBBP9 inhibitor: 12; Furin inhibitor: -12[20 µM]; Ba/F3 V617F tox: -1; TbHK1 inh: -26; BaF3 tox: 7

How did CC1=C(C(=O)NCc2ccccc2)C(c2cccnc2)n2ncnc2N1 (stereo unspecified) do in these assays?
PPC-1+TRAIL kill: 5; p47phox inh: 8; p97 inhibitor: 5; RBBP9 inhibitor: 7; Furin inhibitor: -10; PGE2 EP2 inh: 12; Ba/F3 V617F tox: -4; TbHK1 inh: 1; BaF3 tox: 4

What do the screens show for `COc1ccc(/C=N/NC(=O)C2(O)c3ccccc3-c3ccccc32)cc1`?
PPC-1+TRAIL kill: 11; p47phox inh: 4; p97 inhibitor: 5; RBBP9 inhibitor: -4; Furin inhibitor: -28; PGE2 EP2 inh: 5; Ba/F3 V617F tox: -1; TbHK1 inh: 4; BaF3 tox: 9

How did CC1CCN(c2ccc(C(=O)Nc3nnc(C4CC4)s3)cc2[N+](=O)[O-])CC1 do in these assays?
PPC-1+TRAIL kill: -12; p47phox inh: -12; p97 inhibitor: 0; RBBP9 inhibitor: -10; Furin inhibitor: 0; PGE2 EP2 inh: 3; Ba/F3 V617F tox: 1; TbHK1 inh: 24; BaF3 tox: 8

What do the screens show for `O=C(c1cc2c([nH]c1=O)CCCC2)N1CCc2c([nH]c3ccccc23)C1c1ccccc1F` (stereo unspecified)?
PPC-1+TRAIL kill: 4; p47phox inh: -3; p97 inhibitor: 6; RBBP9 inhibitor: 2; Furin inhibitor: -12; PGE2 EP2 inh: 9; Ba/F3 V617F tox: -1; TbHK1 inh: -9; BaF3 tox: 7

How did O=C(CSC1=NC2(CCCCCC2)N=C1c1ccccc1)Nc1ccc2c(c1)OCCO2 do in these assays?
PPC-1+TRAIL kill: 23; p47phox inh: -3; p97 inhibitor: -3; RBBP9 inhibitor: -2; Furin inhibitor: -8; Ba/F3 V617F tox: -5; TbHK1 inh: -1; BaF3 tox: 3

Next section; it opens with the 2 that closed the last part.
What do the screens show for `O=C(c1cc2c([nH]c1=O)CCCC2)N1CCc2c([nH]c3ccccc23)C1c1ccccc1F` (stereo unspecified)?
PPC-1+TRAIL kill: 4; p47phox inh: -3; p97 inhibitor: 6; RBBP9 inhibitor: 2; Furin inhibitor: -12; PGE2 EP2 inh: 9; Ba/F3 V617F tox: -1; TbHK1 inh: -9; BaF3 tox: 7

How did O=C(CSC1=NC2(CCCCCC2)N=C1c1ccccc1)Nc1ccc2c(c1)OCCO2 do in these assays?
PPC-1+TRAIL kill: 23; p47phox inh: -3; p97 inhibitor: -3; RBBP9 inhibitor: -2; Furin inhibitor: -8; Ba/F3 V617F tox: -5; TbHK1 inh: -1; BaF3 tox: 3

How did CCOC(=O)CSCC(NC(=O)OC(C)(C)C)C(=O)OCC (stereo unspecified) do in these assays?
PPC-1+TRAIL kill: 6; p47phox inh: -12; p97 inhibitor: 0; RBBP9 inhibitor: -7; Furin inhibitor: -18; PGE2 EP2 inh: 5; Ba/F3 V617F tox: -1; TbHK1 inh: 0; BaF3 tox: 3

How did CCCOc1ncnc2c1[nH]c1ccc(C)cc12 do in these assays?
PPC-1+TRAIL kill: 31; p47phox inh: -6; p97 inhibitor: 3; RBBP9 inhibitor: -9; Furin inhibitor: -34; PGE2 EP2 inh: 5; Ba/F3 V617F tox: -2; TbHK1 inh: -5; BaF3 tox: 8

Results for O=[N+]([O-])c1ccccc1-c1ccc(/C=N/n2cnnc2)o1 ?
PPC-1+TRAIL kill: -7; p47phox inh: -7; p97 inhibitor: 2; RBBP9 inhibitor: -4; Furin inhibitor: -7[20 µM]; PGE2 EP2 inh: 9; Ba/F3 V617F tox: 0; TbHK1 inh: -34; BaF3 tox: 1

How did CC(C)c1nc2sc3c(=O)[nH]cnc3c2c2c1CCC2 do in these assays?
PPC-1+TRAIL kill: 15; p47phox inh: -17; p97 inhibitor: 9; RBBP9 inhibitor: -1; Furin inhibitor: -11; PGE2 EP2 inh: 6; Ba/F3 V617F tox: -2; TbHK1 inh: -1; BaF3 tox: -2

What do the screens show for `CNC(=O)CN1C(=O)NC2(CCc3ccccc32)C1=O` (stereo unspecified)?
PPC-1+TRAIL kill: 17; p47phox inh: 26; p97 inhibitor: 0; RBBP9 inhibitor: -1; Furin inhibitor: -15[20 µM]; PGE2 EP2 inh: 6; Ba/F3 V617F tox: -1; TbHK1 inh: -3; BaF3 tox: 2

What do the screens show for `CCOC(=O)CNNC(=O)Nc1ccc(Cl)c(Cl)c1`?
PPC-1+TRAIL kill: 12; p47phox inh: 5; p97 inhibitor: -3; RBBP9 inhibitor: -10; Furin inhibitor: -4; PGE2 EP2 inh: 4; Ba/F3 V617F tox: 7; TbHK1 inh: 3; BaF3 tox: 6

Results for COc1cc(NC(=O)COC(=O)c2cnccn2)c(C)cc1[N+](=O)[O-] ?
PPC-1+TRAIL kill: 5; p47phox inh: 3; p97 inhibitor: 7; RBBP9 inhibitor: -2; Furin inhibitor: -16; PGE2 EP2 inh: 10; Ba/F3 V617F tox: -1; TbHK1 inh: -23; BaF3 tox: 1

How did O=C(Cn1nc(-c2ccccc2Cl)ccc1=O)Nc1ccccc1-c1ccccc1 do in these assays?
p47phox inh: -18; p97 inhibitor: 1; RBBP9 inhibitor: -11; Furin inhibitor: -21; PGE2 EP2 inh: 5; Ba/F3 V617F tox: -2; TbHK1 inh: -2; BaF3 tox: -1

How did Cc1cccc(COCC(Cc2ccccc2)N2CCN(C(=O)c3cc(Cl)cc(Cl)c3)CCC2=O)c1 (stereo unspecified) do in these assays?
PPC-1+TRAIL kill: 8; p47phox inh: -6; p97 inhibitor: -9; RBBP9 inhibitor: -8; Furin inhibitor: -7; PGE2 EP2 inh: 11; Ba/F3 V617F tox: 6; TbHK1 inh: -2; BaF3 tox: 9

How did CC(C)C1Cc2c(C#N)c(N)n(C)c(=S)c2CO1 (stereo unspecified) do in these assays?
PPC-1+TRAIL kill: 11; p47phox inh: -4; p97 inhibitor: 0; RBBP9 inhibitor: 5; Furin inhibitor: -5; Ba/F3 V617F tox: -1; TbHK1 inh: -5; BaF3 tox: 2

Results for CSc1ncccc1C(=O)OCC(=O)NC(C)(C)C ?
PPC-1+TRAIL kill: 6; p47phox inh: -1; p97 inhibitor: -1; RBBP9 inhibitor: -6; Furin inhibitor: -19; PGE2 EP2 inh: 6; Ba/F3 V617F tox: -4; TbHK1 inh: -3; BaF3 tox: -1

How did O=C(O)C1CCCCN1S(=O)(=O)c1cccc2nsnc12 (stereo unspecified) do in these assays?
PPC-1+TRAIL kill: 28; p47phox inh: -8; p97 inhibitor: -2; RBBP9 inhibitor: 4; Furin inhibitor: -5; PGE2 EP2 inh: 6; Ba/F3 V617F tox: 6; TbHK1 inh: -5; BaF3 tox: 11

Results for COc1cccc(N(C(=O)C2CSC(=O)C2)C(C(=O)NC(C)(C)C)c2ccncc2)c1 (stereo unspecified) ?
PPC-1+TRAIL kill: 24; p47phox inh: 0; p97 inhibitor: -1; RBBP9 inhibitor: 2; Furin inhibitor: -18; PGE2 EP2 inh: 5; Ba/F3 V617F tox: 4; TbHK1 inh: 0; BaF3 tox: 11

How did COc1cccc(NC(=O)Cn2c(=O)n(CCC(=O)NC3CCN(Cc4ccccc4)CC3)c(=O)c3ccccc32)c1 do in these assays?
PPC-1+TRAIL kill: 19; p47phox inh: 4; p97 inhibitor: 3; RBBP9 inhibitor: 0; Furin inhibitor: -20; PGE2 EP2 inh: 7; Ba/F3 V617F tox: -6; TbHK1 inh: -7; BaF3 tox: -3

What do the screens show for `Cn1nccc1NC(=O)COCC(=O)O`?
PPC-1+TRAIL kill: -14; p47phox inh: -3; p97 inhibitor: 8; RBBP9 inhibitor: -1; Furin inhibitor: -7; PGE2 EP2 inh: 10; Ba/F3 V617F tox: -1; TbHK1 inh: -7; BaF3 tox: -2

What do the screens show for `CC(C)c1ccc(N2CC(C)(C)C2=O)cc1`?
PPC-1+TRAIL kill: 15; p47phox inh: -9; p97 inhibitor: 4; RBBP9 inhibitor: -7; Furin inhibitor: -40; PGE2 EP2 inh: 14; Ba/F3 V617F tox: -3; TbHK1 inh: 2; BaF3 tox: 10

Results for Cn1cc(-c2cccc(Cl)c2)cc(C#N)c1=O ?
PPC-1+TRAIL kill: 6; p47phox inh: -3; p97 inhibitor: 2; RBBP9 inhibitor: -6; Furin inhibitor: -22; PGE2 EP2 inh: -2; Ba/F3 V617F tox: 2; TbHK1 inh: -14; BaF3 tox: 7

Source: PubChem BioAssay (several laboratories)
